Screening data from PubChem.
MITF primary: inhibitors of human MITF; O75030; AlphaScreen MITF homodimerization, bead proximity signal; inhibition, % at 2.6 µM; 650,000 tested, 0.91% active; AID 1259374; in the data active = inhibition above about 50%;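 also: 0% = vehicle wells with protein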
GPR151 ag: activators of human GPR151 | PathHunter beta-arrestin GPR151 cells, luminescence | activation, % at 11.2 µM | 650,000 tested, 1% active | AID 1508602; in the data active = activation above about 4.9%;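 also: 0% = median of compound wells and 100% = cells with positive control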
TEAD-YAP inh: TEAD-YAP interaction inhibition; HEK-TIYL cells, TEAD-Gal4/YAP UAS-luciferase luminescence; inhibition, % at 9.12 µM; 640,000 tested, 1.4% active; AID 1259422; in the data active = inhibition above about 32%;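 also: 0% = median of test compound wells and 100% = reference inhibitor wells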
FBW7 act: human FBW7 E3 ligase activation, primary screen. AlphaScreen FBW7–phospho-cyclin E peptide binding, activator screen. normalized activity (activation), % at 26.1 µM. 650,000 tested, 0.13% active; in the data active = normalized activity above about 1.9%;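 also: purified mutant Fbw7 with reduced substrate affinity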
Target sequence (Q969H0 whole entry, looked up): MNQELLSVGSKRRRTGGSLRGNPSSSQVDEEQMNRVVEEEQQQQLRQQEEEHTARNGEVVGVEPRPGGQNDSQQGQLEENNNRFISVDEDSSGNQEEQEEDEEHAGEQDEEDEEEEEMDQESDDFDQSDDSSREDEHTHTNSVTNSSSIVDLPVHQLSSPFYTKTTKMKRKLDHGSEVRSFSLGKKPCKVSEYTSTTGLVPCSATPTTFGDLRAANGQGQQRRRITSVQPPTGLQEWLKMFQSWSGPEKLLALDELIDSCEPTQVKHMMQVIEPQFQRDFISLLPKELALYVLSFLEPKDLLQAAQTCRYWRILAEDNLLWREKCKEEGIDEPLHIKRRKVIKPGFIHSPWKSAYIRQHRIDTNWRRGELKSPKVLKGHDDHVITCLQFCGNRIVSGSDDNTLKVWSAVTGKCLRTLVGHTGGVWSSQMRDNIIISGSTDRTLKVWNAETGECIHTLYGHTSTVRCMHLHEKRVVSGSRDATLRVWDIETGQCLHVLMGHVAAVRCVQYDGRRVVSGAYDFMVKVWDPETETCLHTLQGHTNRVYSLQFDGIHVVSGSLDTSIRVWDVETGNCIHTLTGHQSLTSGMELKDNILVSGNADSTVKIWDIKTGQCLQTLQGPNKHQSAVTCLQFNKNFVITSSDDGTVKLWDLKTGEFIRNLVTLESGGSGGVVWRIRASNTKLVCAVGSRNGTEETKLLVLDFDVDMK
Numbers without * were called inactive; x = not tested or not shown.

1: O=C(CC(Cc1ccc(Cl)cc1)C(=O)O)Nc1ccc(I)cc1 (stereo unspecified)
2: COc1cc(C(C)=O)ccc1COc1ccc(C(=O)OCC(N)=O)cc1OC
3: CC(NC(=O)C(C)(C)C)C(c1cccs1)N1CCN(c2ccccc2F)CC1 (stereo unspecified)
4: CC(=O)Nc1c(OC(C)=O)c2ccccc2oc1=O
5: COC(=O)COc1ccc(S(=O)(=O)N2CCCCC2)cc1

screen / no.	1	2	3	4	5
MITF primary	-16	2	-7	9	1
GPR151 ag	0.0	0.9	-0.8	-2.5	-1.1
TEAD-YAP inh	-5	4	-1	-21	9
FBW7 act	-0.2	0.1	0.0	0.2	0.1

6: COc1ccc(C(=O)CSc2nnc(-c3cccs3)o2)c(OC)c1
7: COc1ccc(C2=Nn3c(nnc3C(F)(F)F)SC2)cc1
8: COc1ccccc1C(=O)NNC(=O)CC#N
9: CCCCc1ccc(NC(=O)COc2cc(Cl)ccc2Cl)cc1
10: CCOc1ccc(C2=NN(C(C)=O)C(c3ccccc3)C2)cc1 (stereo unspecified)

screen / no.	6	7	8	9	10
MITF primary	0	16	11	2	3
GPR151 ag	-0.4	0.7	-1.0	-1.5	-1.5
TEAD-YAP inh	4	19	9	-1	-51
FBW7 act	0.1	0.0	1.4	0.8	0.0

11: COc1cccc(-c2noc(C3CCCN(S(=O)(=O)c4ccccc4F)C3)n2)c1 (stereo unspecified)
12: CCc1ccccc1NC(=O)CSc1nc2nc(C)c(Cc3ccc(Cl)cc3)c(C)n2n1
13: COc1ccc(-c2cc3nc4c(c(NCCCn5ccnc5)n3n2)CCC4)cc1
14: COc1cccc(C(=O)N2CCN3C(=O)[C@H](Cc4ccccc4)NC(=O)[C@H]3C2)c1
15: O=C(CCl)N(CC1=CCSC1)c1ccccc1

screen / no.	11	12	13	14	15
MITF primary	5	-3	16	-20	6
GPR151 ag	-0.1	1.0	0.2	-0.1	0.1
TEAD-YAP inh	5	17	-39	3	47*
FBW7 act	0.6	-0.1	0.0	-0.2	0.0

16: CCOC(=O)c1ccc(-n2c(=S)sc3c(=O)n(CC4CCCO4)c(SCC(=O)NC4CCCCC4)nc32)cc1 (stereo unspecified)
17: Cc1cc(C)nc(NS(=O)(=O)c2ccc(N/C=C3\CCCCC3=O)cc2)n1
18: CCN(CC)N=Nc1cccc(NC(C)=O)c1
19: CC(C(=O)Nc1ccc2c(c1)OCO2)N(c1ccc(Cl)cc1)S(C)(=O)=O (stereo unspecified)
20: COc1cccc(/C(O)=C2\C(=O)C(=O)N(CCCn3ccnc3)C2c2ccco2)c1 (stereo unspecified)

screen / no.	16	17	18	19	20
MITF primary	6	-11	6	0	6
GPR151 ag	0.3	1.0	-0.3	0.3	0.6
TEAD-YAP inh	0	-2	-16	2	-27
FBW7 act	0.2	0.0	0.1	0.0	-0.1

21: COc1cc(NC(=O)c2cnc(-c3ccc(C(=O)N4CCN(C)CC4)cc3)s2)cc(OC)c1OC
22: O=C(O)CCC(=O)Nc1sc2c(c1C(=O)Nc1ccccc1)CCC2
23: O=C(CSc1nc(NCc2ccc3c(c2)OCO3)c2ccccc2n1)c1ccc(Br)cc1
24: CC(C)=CCC/C(C)=C/CO/N=C1\C[C@@H](O)[C@@H](O)[C@@H]2[C@@H]3C(=O)N(C(C)(C)C)C(=O)[C@@H]3CC[C@H]12
25: CCCCC(=O)N/N=C(\C)CC(=O)Nc1ccc(OC)cc1

screen / no.	21	22	23	24	25
MITF primary	12	-8	-1	-30	13
GPR151 ag	-0.8	0.1	0.1	-1.4	-0.7
TEAD-YAP inh	-7	2	4	x	-14
FBW7 act	0.0	0.1	-0.4	0.0	0.7

26: COc1ccccc1C(=O)NNC(=O)c1ccc([N+](=O)[O-])cc1Cl
27: O=C1N/C(=N\c2ccccn2)SC1Cc1ccc(F)cc1 (stereo unspecified)
28: C=C(C)CN(CC)C(=O)CC1(c2ccccc2Cl)CC(=O)N(C2CCCC2)C1=O (stereo unspecified)
29: Cc1cc(C(=O)/C(C#N)=C/c2ccncc2)c(C)n1-c1ccccc1F
30: CC(=O)Oc1ccc(N2C(=O)C3C4C=CC(C4=C(C)C)C3C2=O)cc1 (stereo unspecified)

screen / no.	26	27	28	29	30
MITF primary	1	-7	-2	4	14
GPR151 ag	0.5	0.4	0.2	-0.1	-0.1
TEAD-YAP inh	-5	1	-6	2	3
FBW7 act	-0.1	-0.1	-0.3	-0.2	0.0

31: COc1ccc(CCNC(=O)c2cc(-c3ccc(F)cc3)n[nH]2)cc1OC
32: Cn1nc(C(=O)OCC(=O)Nc2ccc3c(c2)OCCO3)c2ccccc2c1=O
33: Cn1c(/C=N/NC(=O)c2ccccc2)nc2ccccc21
34: CCN(CC)CCN1CCN(c2ncc(-c3ccc(CO)cc3)n3ccnc23)CC1
35: O=C(O)c1cc(NN=C2CCN(Cc3ccccc3)CC2)ccc1Cl

screen / no.	31	32	33	34	35
MITF primary	21	11	13	15	12
GPR151 ag	0.5	-0.4	-0.1	-0.9	0.6
TEAD-YAP inh	-13	3	-10	10	3
FBW7 act	0.5	0.1	0.1	-0.4	0.0

Some of these compounds in order of molar mass, largest number first:
32: Cn1nc(C(=O)OCC(=O)Nc2ccc3c(c2)OCCO3)c2ccccc2c1=O
35: O=C(O)c1cc(NN=C2CCN(Cc3ccccc3)CC2)ccc1Cl
30: CC(=O)Oc1ccc(N2C(=O)C3C4C=CC(C4=C(C)C)C3C2=O)cc1 (stereo unspecified)
33: Cn1c(/C=N/NC(=O)c2ccccc2)nc2ccccc21

screen / no.	32	35	30	33
MITF primary	11	12	14	13
GPR151 ag	-0.4	0.6	-0.1	-0.1
TEAD-YAP inh	3	3	3	-10
FBW7 act	0.1	0.0	0.0	0.1

Next part
36: COc1cccc(NC(=O)N2C3CCC2CC(O)(c2nccn2C)C3)c1 (stereo unspecified)
37: c1ccc(CNc2cc(Nc3cnccn3)ncn2)cc1
38: CCOC(=O)C1=C(C)N=c2s/c(=C\c3cn(CC)c4ccccc34)c(=O)n2C1c1ccccc1OC(C)C (stereo unspecified)
39: COc1cc2cc(CN(Cc3ccco3)C(C)=O)c(=O)[nH]c2cc1OC
40: COc1cccc(N2CCN(c3ncnc4c3cnn4-c3cccc(C)c3)CC2)c1

screen / no.	36	37	38	39	40
MITF primary	15	20	11	16	11
GPR151 ag	-0.5	-0.9	1.9	0.4	2.2
TEAD-YAP inh	3	4	3	9	4
FBW7 act	0.0	0.0	-0.1	0.3	0.4

41: Cc1cnc(C(=O)Nc2cc(C(C)(C)C)no2)cn1
42: COc1ccc(CN2CCN(Cc3ccc(OC)c(C)c3)C(CCO)C2)c(O)c1 (stereo unspecified)
43: CCOC(=O)c1c(-c2ccccc2)csc1NC(=O)c1cc(C)no1
44: FC(F)(F)c1cccc(CNc2nc(-c3cccs3)nc3c2ncn3C2CCCCC2)c1
45: COCCOC(=O)C1=C(C)NC2=C(C(=O)CCC2)C1c1ccc(OC)cc1 (stereo unspecified)

screen / no.	41	42	43	44	45
MITF primary	21	-3	-2	23	7
GPR151 ag	-1.3	0.4	1.0	-0.6	2.6
TEAD-YAP inh	-64	-11	-5	-4	3
FBW7 act	0.2	-0.1	-0.1	0.2	0.0

46: CC1=C(C(=O)OC(C)C)C(c2ccc(-c3cccc(Cl)c3Cl)o2)C(C(=O)OC(C)C)=C(C)N1
47: CCC(C)(C)NC(=O)Cn1c(-c2ccccc2)cc(C(C)=O)c1C
48: Cc1cc(-c2ccc(NC(=O)/C=C/c3ccccc3)c(C)c2)ccc1NC(=O)/C=C/c1ccccc1
49: CC(Oc1ccccc1)C(=O)Nc1cc(Cl)ccc1C(=O)O (stereo unspecified)
50: CCOc1ccccc1N1CCN(Cc2cc3c(cc2[N+](=O)[O-])OCO3)CC1

screen / no.	46	47	48	49	50
MITF primary	13	1	7	7	7
GPR151 ag	-0.8	-0.3	-0.1	3.4	0.2
TEAD-YAP inh	13	-2	6	-2	12
FBW7 act	0.6	0.0	0.1	0.2	-0.1

51: COc1ccc(C2C=C(c3cccs3)Nc3nc(CCCO)nn32)cc1 (stereo unspecified)
52: CC(C)(C)c1ccc(CSc2nc3cc4c(cc3c(=O)n2CCCC(=O)NCc2ccc3c(c2)OCO3)OCO4)cc1
53: COC(=O)c1ccccc1NC(=O)COc1ccc(Br)cc1C
54: CC1=NN(c2cc(C)ccc2C)C(=O)C1
55: Cn1c(=O)c2c(nc(NCCNC(=O)C3CC3)n2Cc2ccc(Cl)cc2)n(C)c1=O

screen / no.	51	52	53	54	55
MITF primary	-3	2	9	7	4
GPR151 ag	2.9	-1.2	-0.1	1.4	-0.5
TEAD-YAP inh	0	-4	1	12	-9
FBW7 act	-0.1	-0.1	1.0	-0.1	0.0

56: COc1ccc(S(=O)(=O)NCc2ccc3[nH]c4c(c3c2)CCCC4)cc1
57: Cc1ccc(-c2cc(C(=O)N/N=C/c3cccc([N+](=O)[O-])c3)[nH]n2)cc1
58: Cc1cc(C)n2nc(C(=O)N(C)C(c3ccccc3)c3ccccc3)nc2n1
59: COC(=O)/C(=C/c1ccc(F)cc1)NC(C)=O
60: Nc1ccc2nc(CCCc3nc4ccc(N)cc4s3)sc2c1

screen / no.	56	57	58	59	60
MITF primary	15	13	-4	5	14
GPR151 ag	0.6	-0.7	-0.7	0.5	0.1
TEAD-YAP inh	1	10	8	-2	10
FBW7 act	0.6	0.3	0.0	0.3	0.6

61: CCc1nn2c(C3CCCNC3)ccnc2c1-c1ccc(OC)cc1 (stereo unspecified)
62: O=C(O)C1Cc2c([nH]c3ccccc23)C(Cc2ccccc2)N1 (stereo unspecified)
63: COc1cccc(-c2cc(-c3ccccc3)c(C#N)c(SCC(=O)NC3CC3)n2)c1
64: Cc1ccc2c(c1Br)C1(C(=O)N2)C(C#N)=C(N)OC2=C1C(=O)CCC2 (stereo unspecified)
65: COc1cc(Nc2cc(C)nc3ncnn23)cc(OC)c1OC

screen / no.	61	62	63	64	65
MITF primary	2	3	10	6	-13
GPR151 ag	0.9	3.1	-0.4	0.2	0.0
TEAD-YAP inh	5	-37	-8	3	7
FBW7 act	0.0	0.0	0.1	0.1	-0.1

66: CN=c1nc(-c2ccccc2)n(-c2ccccc2)s1
67: [O-]/[N+](=C\c1ccncc1)c1ccc(Br)cc1
68: CCOc1cccc(CN2Cc3ccccc3OC(C)C2)c1O (stereo unspecified)
69: COC1=NS(=O)(=O)c2ccccc21
70: CCCOc1ccc(C2C(C(=O)OCC(C)C)=C(C)NC3=C2C(=O)CC(c2ccc(Cl)cc2)C3)cc1 (stereo unspecified)

screen / no.	66	67	68	69	70
MITF primary	2	2	-1	13	15
GPR151 ag	-0.5	0.2	-1.6	-1.3	0.5
TEAD-YAP inh	-7	-13	0	2	10
FBW7 act	0.0	-0.1	-0.1	0.5	0.8

71: O=C(Nc1ccc(-c2noc(-c3ccccc3Br)n2)cc1)c1ccc2c(c1)OCO2
72: Cc1c(C(=O)Nc2ccc3c(c2)OCO3)sc2nc(-c3cccc([N+](=O)[O-])c3)cn12
73: CCN(CC)C(=O)CN(c1cccc(C)c1C)S(=O)(=O)c1ccc(C)cc1
74: COc1ccc(NC(=O)CCC(=O)c2ccc(OC)cc2)cc1
75: O=C1c2ccccc2-c2onc3c(N4CCN(c5ccccn5)CC4)cc(NCCO)c1c23

screen / no.	71	72	73	74	75
MITF primary	15	5	13	-2	37
GPR151 ag	-0.9	-0.3	2.7	1.4	-1.0
TEAD-YAP inh	-18	3	13	2	18
FBW7 act	-0.1	0.2	0.1	-0.3	-0.5

76: Cc1ccc(-n2c(C)cn3c4c(=O)n(C)c(=O)n(C)c4nc23)cc1
77: COc1ccc(N2CCN(C(=O)c3ccc(N4CC5CC(C4)c4cccc(=O)n4C5)c(NC(=O)c4cccc(C(F)(F)F)c4)c3)CC2)cc1 (stereo unspecified)
78: C=CCn1c(SCC(=O)c2c[nH]c3ccccc23)nnc1-c1cccnc1
79: Cc1nn(C(C)C(=O)NCc2ccco2)c(=O)c2cc3sccc3n12 (stereo unspecified)
80: COc1ccc(CN2CCN(C3CCCCC3)C(CCO)C2)c(OC)c1OC (stereo unspecified)

screen / no.	76	77	78	79	80
MITF primary	14	12	11	14	-2
GPR151 ag	-1.3	0.2	-0.3	-0.4	-2.3
TEAD-YAP inh	1	1	4	-9	3
FBW7 act	0.4	0.0	-0.1	0.2	-0.2

81: NS(=O)(=O)c1ccc(NC(=O)COc2ncnc3scc(-c4ccccc4)c23)cc1
82: CCOCCCNC(=O)c1c(O)nc2cc(C)ccn2c1=O
83: O=C(CNC(=O)c1cc2c(n(-c3ccccc3)c1=O)CCCC2=O)c1ccccc1
84: CCOC(=O)c1[nH]cnc1C(=O)Nc1ccc(Br)cc1
85: O=C1Nc2ccccc2/C1=N\N=C\c1ccccc1O

screen / no.	81	82	83	84	85
MITF primary	-12	-6	16	8	-5
GPR151 ag	5.5*	-1.5	0.2	1.6	2.2
TEAD-YAP inh	-4	-11	-9	8	-29
FBW7 act	0.0	-0.2	-0.3	0.0	-0.1

86: COc1ccc(-c2[nH]nc3c2C(c2ccc(O)c(OC)c2)C(C#N)=C(N)O3)cc1 (stereo unspecified)
87: O=C(Nc1nc2c(F)c(F)c(F)cc2s1)c1cncc(Br)c1
88: CCc1ccc(NCc2nnc3n2CCCCC3)cc1
89: COCCN(CCOC)c1ncnc2c1c(-c1ccccc1)cn2-c1ccc(Cl)cc1
90: COCc1cccc(-c2ccc(C(=O)N3CCN(C)CC3)c(N3CCOCC3)n2)c1

screen / no.	86	87	88	89	90
MITF primary	12	0	-10	4	8
GPR151 ag	-2.2	-1.0	0.2	0.5	1.1
TEAD-YAP inh	8	-32	-4	-8	3
FBW7 act	0.5	-0.1	-0.1	-0.1	-0.2
